PGC1a acetyl inh = PGC1a acetylation modulation, inhibitor mode | U2OS PGC1a acetylation, AlphaScreen anti-acetyl-lysine; with virally co-expressed GCN5 acetyltransferase | hit rate 0.17% among 350,000 | inhibition, % at 15.6 µM;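 active means every replicate shows inhibition of at least 40%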;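 further: 0% = neutral control wells and 100% = positive control wells; some results beyond the cut were filed as inactive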
Statin myotox sup = suppression of simvastatin myotoxicity | C2C12 myotubes + simvastatin, ATP luminescence, 48 h; scaled: DMSO 0, geranylgeraniol control 100 | rescue of ATP level, % at 7.49 µM | hit rate 0.78% among 330,000;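 active means mean ATP rescue above about 67%, or every replicate alone reaching that limit, limit read from the data, passing the limit was not always enough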;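 further: myotubes were challenged with 10 µM simvastatin during compound exposure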
PglD inh = PglD (C. jejuni) enzyme inhibition | purified PglD enzyme, DTNB colorimetric CoA detection | inhibition, % at 12.5 µM | hit rate 0.098% among 360,000 | AID 602405; in the data active means inhibition above about 16%, passing the limit was not always enough; further: strong numbers were not always called active
Cneo AK release = causes C. neoformans cell lysis; adenylate kinase release luminescence, 4 h; normalised: neutral wells 0, clomiphene wells 100; lysis activity, % at 15 µM; hit rate 0.2% among 360,000; AID 651654;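 active means mean lysis activity across replicates of at least 80%, whatever share of replicates individually reach that level; inactive means mean lysis activity below 80%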
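Test system: log-phase Cryptococcus neoformans yeast cells. Input: 5 × 10^6 yeast cells/mL. Medium: fresh YPD growth medium. Doses: single dose. Incubation: static 4 h at 37 °C with compound, 1 h detection. Measured by: luminescent adenylate kinase detection reagent. Read-out: signal increase indicating cell lysis. Benchmarks: Clomiphene.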
FN deposit inh = fibronectin deposition inhibition | AH1F fibroblasts, Alexa488-fibronectin deposition fluorescence, overnight | inhibition, % at 12.6 µM | hit rate 0.086% among 350,000;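 active means mean inhibition across replicates of 30% or more, regardless of how many single replicates reach that level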;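 further: positive control wells lacked labelled fibronectin entirely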
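Measured by – fluorescence 485/525 nm · System – AH1F fibroblast monolayer, labelled fibronectin deposition · Amount – 10000 cells per well · Buffer or medium – serum-reduced DMEM (2% serum) · Doses – single dose, pinned · Also added – fluorescent fibronectin at 24 nM final · Schedule – 1 h cell attachment, overnight exposure to compound and label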
CFTR F508del cor = CFTR F508del correction in bronchial cells; CFBE cells, YFP halide quenching; stimulated with forskolin plus potentiator P3; % fluorescence drop versus neutral controls; activity (quench increase), % at 7.58 µM; hit rate 0.36% among 350,000; AID 720511;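 active means mean added fluorescence quench of at least 8% versus neutral control, with both replicates also reaching 8%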;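 further: cells transiently co-express mutant CFTR-F508del with the halide-sensitive YFP; corrector assay measuring rescue of mutant channel to the surface after 24 h compound exposure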
miR-122 sensor = inhibitors of miR-122 in Huh7 cells; Huh7 miR-122 Renilla luciferase sensor, 48 h; neutral wells = 0, positive control = 100; activation (reporter increase), % at 12.5 µM; hit rate 0.3% among 340,000; AID 602342;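 active means mean replicate activation score at least 90 and every replicate individually at or above 90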;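 further: higher luciferase means less miR-122 activity so hits act as miR-122 inhibitors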
INS-1E GSIS act = primary screen for activators of insulin secretion dependent on glucose, INS-1E cells, GLuc reporter luminescence. INS-1E GLuc reporter insulin secretion, 2-3 h. activation, % at 16.6 µM. hit rate 0.61% among 370,000;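 active means lowest replicate activation of at least 40%, so every replicate reaches that level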;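 further: 0% = median of neutral control wells and 100% = median of IBMX positive control wells; some compounds called inactive have numbers as strong as hits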
The depositor's hits bear a star; . = no result given; & = joins results of further samples; [ ] = another dose, or the depositor's remark. No enrichment for hits (roughly 2.1% active in at least one column).

entry	structure	PGC1a acetyl inh	Statin myotox sup	PglD inh	Cneo AK release	FN deposit inh	CFTR F508del cor	miR-122 sensor	INS-1E GSIS act
1	COc1ccccc1CN(C)C(=O)c1cc(-c2cccs2)nc2ccccc12	.	10	7	1	1	0.2	87	-17
2	Cc1noc(C)c1S(=O)(=O)Nc1ccc2c(c1)C(=O)N([C@@H](C)CO)C[C@H](C)[C@@H](CN(C)C(=O)Nc1ccc(C(F)(F)F)cc1)OCCCC[C@H](C)O2	11	.	2	0	.	1.0	-7[16.7 µM]	6
3	OC(COCCC12CC3CC(CC(C3)C1)C2)CN1CCCCC1 (stereo unspecified)	-31	-12	.	.	.	1.6	7	-2
4	CCCOc1cccc(C2/C(=C(\O)c3ccc4c(c3)OCCO4)C(=O)C(=O)N2CCCn2ccnc2)c1 (stereo unspecified)	-4	0	-6	3	13	1.9	-6	1
5	CCOC(=O)c1ccc(NC(=O)c2nc[nH]c2C(=O)N[C@H](C)CO)cc1	.	-3	-3	-1	4	1.7	4	56*
6	Cc1nnc(N/N=C/c2c[nH]c3ccccc23)[nH]c1=O	-3	.	-2	1	-4	1.3	-4	-11
7	CCOP(=O)(NC12CC3CC(CC(C3)C1)C2)NC12CC3CC(CC(C3)C1)C2	.	-4	.	.	1	0.2	3	8
8	O=C1Nc2ccccc2/C1=C/c1cnc(-c2ccccc2)[nH]1	3	4	-1	1	-7	5.8	-2	-21
9	COCC(=O)N1[C@@H](C#N)[C@@H](c2ccc(C#CCC3CCCC3)cc2)[C@@H]1CO	-4	-3	0	-5	2	2.8	.	15
10	COc1ccc(N2C(=O)C3CCCN3C2c2ccc(Cl)cc2)cc1 (stereo unspecified)	.	-2	-3	-4	-29	-3.8	.	0
11	O=C(Nc1ccccc1C(=O)Nc1ccccc1)c1ccco1	-8	-18	2	0	3	2.0	-7	-7
12	Cc1nc2ccc([N+](=O)[O-])cc2[nH]1	1	.	.	.	-18	2.5	5	3
13	CCOC(=O)CSc1nc(N)c2c3c(sc2n1)CCCC3	2	3	-1	-4	1	.	2	.
14	C[C@@H]1CN([C@@H](C)CO)C(=O)CCCn2cc(nn2)CO[C@H]1CN(C)C(=O)Nc1cccc(F)c1	4&-7	-21&0	0&5	-3&0	6&4	0.1&-0.5&-4.1	-3&-6[16.7 µM]	10&7
15	O=C1CC(C(=O)Nc2cccc(F)c2)n2ncnc2N1 (stereo unspecified)	.	2	-5	1	-7	-2.6	-1	7

In the list so far, two have an aryl methoxy group.
entry	structure	PGC1a acetyl inh	Statin myotox sup	PglD inh	Cneo AK release	FN deposit inh	CFTR F508del cor	miR-122 sensor	INS-1E GSIS act
1	COc1ccccc1CN(C)C(=O)c1cc(-c2cccs2)nc2ccccc12	.	10	7	1	1	0.2	87	-17
10	COc1ccc(N2C(=O)C3CCCN3C2c2ccc(Cl)cc2)cc1 (stereo unspecified)	.	-2	-3	-4	-29	-3.8	.	0

(cont.)
entry	structure	PGC1a acetyl inh	Statin myotox sup	PglD inh	Cneo AK release	FN deposit inh	CFTR F508del cor	miR-122 sensor	INS-1E GSIS act
16	O=C(Nc1cccc(S(=O)(=O)N2CCCCC2)c1)c1ccc(OCC2CCCO2)cc1 (stereo unspecified)	-7	1	2	0	-6	3.8	-2	-2
17	Cc1cc(C)cc(NC(=O)C(OC(=O)c2ccc([N+](=O)[O-])o2)c2ccccc2)c1 (stereo unspecified)	-15	.	-9	1	-5	.	4	-30
18	C[C@H](CO)N1C[C@H](C)[C@H](CN(C)Cc2ccc(C(=O)Nc3ccccc3N)cc2)Oc2c(NS(=O)(=O)c3ccc(Cl)cc3)cccc2C1=O	-25	.	.	.	-8	2.6	.	3
19	Cc1ccc(C(=O)c2coc3ccc(O)c(Cl)c23)cc1	2	3	-186	1	1	.	6	.
20	COc1ccccc1N1CCN(C(=O)CCNS(=O)(=O)c2ccc(Br)s2)CC1	-4	.	3	0	.	.	-1	-17
21	CC(C)(C)c1nnc(NC(=O)C2CC(=O)N(CCc3ccc(F)cc3)C2)s1 (stereo unspecified)	-7	2	7	0	6	-1.3	-4	1
22	CC1CCN(c2ccc(-c3cccc(NC(=O)C(F)(F)F)c3)nn2)CC1	.	-52	1	-6	6	-0.8	-5	-9
23	CN1[C@@H]2Cn3c(ccc(-c4ccccc4)c3=O)[C@H]1[C@@H](C(=O)NCC1CCCCC1)[C@@H]2CO	.	3	3	-4	.	.	.	0
24	COCCNC(=O)C[C@H]1CC[C@@H]2[C@H](COC[C@H](O)CN2Cc2ccc(Cl)c(Cl)c2)O1	3	10	8	-1	0	-0.4	-6[16.7 µM]	-1
25	CCN(CC(=O)Nc1cccc(S(=O)(=O)N2CCOCC2)c1)Cc1ccccc1	0	10	-3	0	1	-2.0	17	5
26	O=S(=O)(N[C@@H]1CC[C@@H](CCn2cc(C3CC3)nn2)O[C@@H]1CO)c1ccc(Cl)cc1	2	-2	-1	1	-18	-2.1	.	3
27	C[C@H](CO)N1C[C@H](C)[C@H](CN(C)Cc2ccc3c(c2)OCO3)Oc2ccc(NC(=O)Cn3cnnn3)cc2C1=O	5	1	3	7	.	-1.2	-2[16.7 µM]	9
28	CCn1c(SCC(=O)c2cccs2)nnc1-c1cccs1	14	0	.	2	.	.	5	.
29	CCOC(=O)c1ccc(N2C(=O)CC(Sc3nnc(C)s3)C2=O)cc1 (stereo unspecified)	-15	.	-2	-3	.	.	0	.
30	Cc1ccc(-c2cc(-c3c(C)nn(C)c(=O)c3N)[nH]n2)cc1	5	-1	-2	0	5	2.1	-7	18

With a hit mark in INS-1E GSIS act, of those listed so far:
No.	Structure	PGC1a acetyl inh	PglD inh	CFTR F508del cor	miR-122 sensor	INS-1E GSIS act
5	CCOC(=O)c1ccc(NC(=O)c2nc[nH]c2C(=O)N[C@H](C)CO)cc1	.	-3	1.7	4	56*

(continued)
entry	structure	PGC1a acetyl inh	Statin myotox sup	PglD inh	Cneo AK release	FN deposit inh	CFTR F508del cor	miR-122 sensor	INS-1E GSIS act
31	COc1ccccc1CCC(=O)N1CCC(n2nccc2NC(=O)C2CCOC2)CC1 (stereo unspecified)	-1	5	-6	0	3	0.3	-4	-1
32	CCc1ccccc1NC(=O)c1cc(S(=O)(=O)N2CCCC2)c[nH]1	-2	3	2	2	2	1.0	-2	-5
33	COCn1c(-c2ccc(OC)cc2)nc2ccccc21	-3	-17	-1	-6	11	.	-9	.
34	Cc1cc(C)n(C(=O)c2c([N+](=O)[O-])c(C)nn2C)n1	5	-7	-5	-3	1	.	3	.
35	O=c1c(-c2ccc(O)cc2O)coc2cc(O)cc(O)c12	1	4	-2	-1	.	-1.6	3	16
36	CC1=C(C#N)C(c2ccccc2)C2=C(N1)c1ccccc1C2=O (stereo unspecified)	-5	5	3	-2	22	.	-1	-27
37	CCOC(=O)CN1CC23C=CC(O2)C(C(=O)Nc2ccc(C(C)=O)cc2)C3C1=O (stereo unspecified)	0	5	-3	0	-2	-0.9	-4	12
38	CO[C@@H]1CN(C)C(=O)c2cc(NC(=O)C3CC3)ccc2OC[C@H](C)N(C(=O)C2CCCCC2)C[C@H]1C	-10	-2	0	-6	-11	1.0	13[16.7 µM]	-4
39	C[C@@H]1CN([C@@H](C)CO)C(=O)c2cc(-c3ccccc3F)cnc2O[C@H]1CN(C)C(=O)c1cnccn1	-1	-5	0	-11	3	2.6	-14[16.7 µM]	14
40	CCC1(C)Cc2ccccc2-c2nc(NCCCO)[nH]c(=O)c21 (stereo unspecified)	5	.	.	.	5	-5.5	.	-1
41	Cc1nn(CCC(=O)NNC(=S)Nc2ccc(Cl)cc2)c(C)c1[N+](=O)[O-]	-10	2	-5	1	4	.	-12	.
42	C[C@@H]1CN([C@@H](C)CO)C(=O)c2cc(NC(=O)Nc3ccc(C(F)(F)F)cc3)ccc2O[C@H]1CN(C)C(=O)Nc1cccc2ccccc12	-9	2	0	2	.	-0.8	2[16.7 µM]	-19
43	Cc1ccc(NC(=S)N/N=C2\CCCCC2C)cc1 (stereo unspecified)	-34	.	.	.	5	1.4	2	6
44	CCCN(C)C[C@@H]1Oc2cc(C#CCC3CCCC3)ccc2S(=O)(=O)N([C@H](C)CO)C[C@@H]1C	-23	10	5	4	18	2.2	-8[16.7 µM]	-2
45	COc1ccccc1NC(=S)NNC(=O)c1cc(C)nn1C	50	25	-4	-1	.	.	6	.

Values in list order from above.
Nos. 31–40 in INS-1E GSIS act read -1, -5, ., ., 16, -27, 12, -4, 14, -1
Nos. 31–40 in FN deposit inh read 3, 2, 11, 1, ., 22, -2, -11, 3, 5

Part of the list above, reformatted:
31. COc1ccccc1CCC(=O)N1CCC(n2nccc2NC(=O)C2CCOC2)CC1 (stereo unspecified)
  PGC1a acetyl inh: -1	Statin myotox sup: 5	PglD inh: -6	Cneo AK release: 0	FN deposit inh: 3	CFTR F508del cor: 0.3	miR-122 sensor: -4	INS-1E GSIS act: -1

32. CCc1ccccc1NC(=O)c1cc(S(=O)(=O)N2CCCC2)c[nH]1
  PGC1a acetyl inh: -2	Statin myotox sup: 3	PglD inh: 2	Cneo AK release: 2	FN deposit inh: 2	CFTR F508del cor: 1.0	miR-122 sensor: -2	INS-1E GSIS act: -5

New compounds follow.
entry	structure	PGC1a acetyl inh	Statin myotox sup	PglD inh	Cneo AK release	FN deposit inh	CFTR F508del cor	miR-122 sensor	INS-1E GSIS act
46	COc1ccc(CCNC(=O)c2ccc(CNS(=O)(=O)c3cc(C)ccc3C)cc2)cc1OC	-26	-13	-5	-1	.	.	17	-3
47	N#CCCN1CCN(C(CNS(=O)(=O)c2ccc(Cl)cc2)c2ccccc2)CC1 (stereo unspecified)	0	.	-6	1	.	.	1	.
48	COc1ccc(S(=O)(=O)NC(CC(=O)NCC2CCCO2)c2ccco2)cc1 (stereo unspecified)	5	.	0	-2	.	.	0	-1
49	O=C(COC(=O)CCc1nc2ccccc2s1)Nc1cccc(S(=O)(=O)N2CCOCC2)c1	2	-4	-1	-1	12	.	-4	.
50	CCN(C(=O)CN1CCCC(C)C1)c1c(N)n(Cc2ccccc2)c(=O)[nH]c1=O (stereo unspecified)	-4	15	3	0	14	3.2	2	-7
51	CCn1c(SCC(=O)Nc2ccc(OC)c(OC)c2)nnc1-c1c[nH]c2ccccc12	.	-17	0	-3	-2	4.3	.	-13
52	CCc1ccc(NC(=O)C[n+]2cc(-c3ccc(C)cc3)n3c2CCC3)cc1	1	.	4	1	-17	1.4	-2	-26
53	COc1ccc(C2C(C(=O)c3ccc(C)o3)=C(O)C(=O)N2Cc2cccnc2)cc1 (stereo unspecified)	3	-4	1	0	-3	-0.1	-2	-21
54	O=C(CNC(=O)c1ccccc1Cl)Nc1ccncc1	.	3	-3	1	4	-2.6	.	-2
55	O=C(COc1ccc(-c2ccccc2)cc1)NN=C1CCCC1	.	-1	-16	-2	-5	-0.9	12	11
56	CNC(=O)C[C@H]1CC[C@@H]2[C@H](COC[C@@H](O)CN2C(=O)Nc2cccc(OC)c2)O1	-5	-5	34	4	7	-2.2	-4[16.7 µM]	23
57	O=C(CC(C(=O)N1CCc2ccccc21)n1ccnc1)NCC1CCCO1 (stereo unspecified)	0	-20	0	0	13	.	-2	23
58	CC(Oc1ccc(Cl)cc1Cl)C(=O)NCCCN1CCOCC1 (stereo unspecified)	21	9	-2	0	-2	3.0	-5	13
